NR5A2 inv ag = NR5A2 inverse agonism in reporter assay; O00482; HEK293T StAR-luciferase reporter, LRH-1 transfected, 24 h; inhibition, % at 3.6 µM; 360,000 tested, 0.13% active;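 active = inhibition above the mean inhibition of all tested compounds plus 3 SD, cut at about 73% in these data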;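 also: 0% = DMSO wells and 100% = reporter-only cells lacking LRH-1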
NOD2 RIPK2 PPI = inhibitors of human NOD2-RIPK2 interaction; O43353; CHO BLA complementation NOD2-RIPK2, CCF4 ratio; inhibition, % at 4.98 µM; 360,000 tested, 0.38% active; AID 624267; in the data active = inhibition above about 21%;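 also: 0% = vehicle only and 100% = reference blocker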
SRC1 inh = inhibits human SRC1 coactivator. Q15788. HEK293 GAL4-SRC1 luciferase reporter, luminescence. inhibition, % at 3.6 µM. 360,000 tested, 0.12% active;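 active = inhibition above the campaign mean plus 3 SD, with each screening campaign given its own cutoff, cut at about 60% in these data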;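 also: 0% = DMSO treated cells and 100% = gossypol at 36 µM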
TRAIL sens C8 = caspase-8 TRAIL sensitization; NB7+C8 cells + TRAIL, ATPlite viability luminescence; inhibition (viability loss, TRAIL sensitization), % at 10 µM; 360,000 tested, 1% active;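 active = compounds causing at least 50% loss of cell viability in the single-dose screen, relative to plate controls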
SRC2 inh = human SRC2 (NCOA2) inhibition; Q15596; HEK293 GAL4-SRC2 luciferase reporter, luminescence; inhibition, % at 9 µM; 370,000 tested, 0.17% active; AID 651957;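 active = inhibition above the mean inhibition of all tested compounds plus 3 SD, set per campaign, cut at about 52% in these data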;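 also: 0% = DMSO treated cells and 100% = cells given Gossypol at 36 µM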
SRC3 inh = inhibitors of human steroid receptor coactivator 3 (SRC3) | Q9Y6Q9 | HEK293 GAL4-SRC3 luciferase reporter, luminescence | inhibition, % at 3.6 µM | 360,000 tested, 0.17% active;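 active = inhibition above a per-campaign cutoff, the mean of all compounds plus 3 SD, cut at about 60% in these data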;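 also: 0% = DMSO-treated cells and 100% = gossypol-treated cells at 36 µM; higher means less SRC3-driven luciferase light from the GAL4 reporter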
TWEAK-Fn14 inh = TWEAK-Fn14 signaling inhibition; TWEAK-stimulated Fn14 reporter cells, luciferase luminescence, 8 h; inhibition, % at 10 µM; 360,000 tested, 2% active; AID 1159606; in the data active = inhibition above about 50%
LMP1 NFkB inh = Epstein-Barr LMP1 NF-kappaB reporter inhibition; LMP1-induced NF-kappaB luciferase reporter cells, luminescence; inhibition, % at 12.5 µM; 350,000 tested, 0.69% active; in the data active = inhibition above about 41%;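 also: 0% = neutral control wells and 100% = reference inhibitor control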
TROY NFkB inh = inhibitors of TROY-dependent NF-kB signaling; Q293 LMP1-TROYcd NF-kB luciferase reporter, 4 h; inhibition, % at 10 µM; AID 1347056; 360,000 tested, 0.98% active;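 active = compounds whose plate-normalised and pattern-corrected inhibition of the luciferase reporter signal at the single screening dose is 50% or more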
TLR9-MyD88 block = inhibitors of human TLR9-MyD88 binding; Q9NR96+Q99836; CHO BLA complementation TLR9-MyD88, CCF4 FRET ratio; inhibition, % at 4.98 µM; 340,000 tested, 0.21% active;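 active = inhibition above the mean over all tested compounds plus 3 SD, cut at about 21% in these data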;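 also: 0% = DMSO only wells and 100% = clavulanate BLA inhibitor control wells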
COUP-TFII inh = NR2F2 (human) inhibition, primary screen | P24468 | HEK293T NGFI-A luciferase reporter, luminescence | inhibition, % at 8.6 µM | 370,000 tested, 0.7% active | AID 686940;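 active = inhibition above a per-plate cutoff, mean inhibition of test wells between control levels plus 3 SD, cut at about 38% in these data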;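 also: cells cotransfected with COUP-TFII expression vector driving the NGFI-A reporter; 0% = median of COUP-TF2 test wells and 100% = reporter-only cells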
Numbers without * were called inactive; x = not tested or not shown. Not all compounds are listed; rates above refer to the full screens.

SMILES | NR5A2 inv ag | NOD2 RIPK2 PPI | SRC1 inh | TRAIL sens C8 | SRC2 inh | SRC3 inh | TWEAK-Fn14 inh | LMP1 NFkB inh | TROY NFkB inh | TLR9-MyD88 block | COUP-TFII inh
CC1CCN(C(=O)C2CCN(S(=O)(=O)c3cccc4nonc34)CC2)CC1 | -29 | -18 | 8 | -5 | 11 | 9 | 2 | 7 | 2 | 1 | -7
O=C(C[n+]1ccccc1)Nc1nc2ccccc2s1 | -6 | -7 | -15 | -4 | 4 | 8 | -7 | 3 | 40 | -3 | -13
Cn1c(CNC(=O)CNC(=O)c2ccccc2)cc(=O)n(C)c1=O | 9 | 0 | -24 | -1 | -23 | 11 | -4 | 1 | 12 | -2 | 4
CNCC(=O)Nc1c(C)n[nH]c1C | 9 | -6 | -6 | -7 | -9 | 0 | -15 | -2 | 2 | -3 | -25
Cc1[nH]c2ccccc2c1SCC(=O)NC1CCCCC1 | -18 | 1 | -2 | 7 | -21 | 4 | 9 | -2 | 6 | 6 | 16
O=C(NC(=S)N1CCN(C/C=C/c2ccccc2)CC1)c1ccco1 | 4 | 2 | -22 | -2 | 1 | 3 | 2 | -1 | -37 | 5 | -9
O=C(CN1CCC(n2nnc3ccccc32)CC1)NCc1cccs1 | 0 | -5 | 7 | -4 | 3 | -5 | -10 | 4 | 5 | -10 | 6
O=C(C1CCCN1S(=O)(=O)c1cccc2nsnc12)N1CCN(c2ccc(F)cc2)CC1 (centres undefined) | -6 | -1 | 7 | 5 | -4 | 15 | -13 | 8 | 1 | -3 | -18
Cc1ccc(S(=O)(=O)NCc2ccccc2)cc1C(=O)N1CCN(S(=O)(=O)c2ccccc2F)CC1 | -22 | 3 | 6 | 4 | -21 | 8 | -9 | 0 | -4 | 3 | -21
CCOC(=O)N/N=C/c1c(C)nn(-c2cccc(C(F)(F)F)c2)c1Cl | 8 | -2 | -21 | -4 | 15 | 8 | 13 | 0 | 18 | -3 | 4
CC(Sc1nc(N)cc(=O)[nH]1)C(=O)Nc1ccc(N2CCOCC2)cc1 (centres undefined) | 5 | 6 | 2 | -2 | -24 | 1 | 2 | -5 | 1 | -5 | 7
CC(=O)C(Cc1ccccc1)NC(=O)CN1CCN(Cc2ccccc2)CC1 (centres undefined) | -9 | -3 | -5 | 0 | -31 | 6 | -7 | 1 | 17 | -2 | 9
COc1ccc2c(c1)sc1nc(-c3ccccc3)cn12 | -1 | 40* | 5 | 96* | 61* | 13 | 103* | 80* | 84* | -8 | 47*
O=C(NCCCN1CCCC1)Nc1ccccc1[N+](=O)[O-] | -5 | -11 | -10 | -10 | 6 | 16 | 3 | -9 | 3 | 3 | -4
COc1cccc(COC(=O)CCNC(=O)c2ccc(Br)cc2)c1OC | -11 | 7 | -9 | 0 | 3 | 23 | -9 | 7 | -8 | 2 | 13
CCCc1cc(=O)[nH]c(SCc2cc(C(=O)OC)c(C)o2)n1 | -3 | 4 | -22 | -10 | -24 | 8 | -15 | 2 | 7 | 0 | 13
O=C(Nc1cnns1)Oc1ccccc1 | 3 | 6 | -1 | 8 | -25 | -6 | -4 | 2 | -16 | 2 | 16
C[C@H]1CN([C@@H](C)CO)C(=O)CCCn2nncc2CO[C@H]1CN(C)S(=O)(=O)c1cccc(F)c1 | -19 | -7 | 5 | 3 | 10 | 11 | 22 | -6 | -4 | 5 | 2
COc1ccc(C)cc1NC(=O)CN1CCN(C/C=C/c2ccccc2)CC1 | 10 | -5 | 1 | 15 | 9 | 3 | 1 | 4 | 18 | 4 | 9
C=CCNC(=O)c1onc(CSc2cc(C)cc(C)c2)c1C(=O)NCC=C | -14 | 1 | 1 | -3 | -12 | 7 | 9 | -14 | -12 | -5 | 19
O=C1c2cccc3cccc(c23)C(=O)N1Cc1ccccc1 | 6 | -7 | -6 | -8 | 2 | 24 | -32 | 4 | 11 | -8 | 5
CCN1CCN(C(=O)C2(NC(=O)Nc3cccc(F)c3)CCCCC2)CC1 | 3 | -3 | -4 | -2 | -18 | -11 | 6 | 1 | 8 | -2 | -8
CCOC(=O)C1CCN(C(=O)COc2cc(C)c(Br)c(C)c2)CC1 | 11 | -3 | -8 | 3 | 0 | -8 | -14 | 1 | 2 | -12 | 3
Cc1nnc(Nc2ccc(F)cc2)c2ccccc12 | 6 | -2 | -23 | 22 | 9 | -8 | -1 | 11 | -3 | 3 | -9
CC(C)c1ccc(NC(=O)CCNS(=O)(=O)c2ccc3[nH]c(=O)oc3c2)cc1 | 6 | 0 | -3 | -18 | -14 | 18 | 4 | -2 | 15 | 5 | 3
N#CCc1nc2ccc(S(=O)(=O)N3CCOCC3)cc2s1 | -13 | -3 | -10 | -4 | 19 | -19 | -11 | -11 | -5 | 4 | 15
Cc1cccc(CSC2=NCCN2S(=O)(=O)c2ccc(F)cc2)c1 | -14 | 4 | 1 | 2 | 13 | 3 | -7 | 3 | -17 | -11 | 19
Cc1ccc(NC(=O)COC(=O)Cc2c(F)cccc2Cl)cc1S(=O)(=O)N1CCOCC1 | 5 | 0 | -10 | -24 | 4 | -63 | 14 | -8 | 5 | 7 | -1
Nc1ncnc2c1ncn2C1OC(CO)C2OC21 (centres undefined) | 14 | -3 | 13 | -3 | -13 | -14 | -4 | x | -8 | x | 3
CC(=O)Nc1ccc(NC(=O)COc2ccc3c(c2)CCC3)cc1 | 5 | 1 | 11 | -3 | -31 | -3 | -2 | -8 | -12 | 6 | -6
COc1ccc(-n2ncc3c2CC(C)(C)CC3NC(=O)CCC2=NNC(=O)CC2)cc1 (centres undefined) | -20 | -8 | -4 | -4 | -5 | 5 | 2 | -3 | -10 | -10 | -7
Cc1ccc(S(=O)(=O)Nc2ccc3oc(=O)sc3c2)c(C)c1 | -17 | -5 | -2 | -10 | -8 | -18 | 15 | 3 | 3 | 0 | 14
CC(C)(C)NC(=O)C1C(c2ccc(C(F)(F)F)cc2)=Nc2ccccc2N1C(=O)c1cccc2ccccc12 (centres undefined) | 9 | -4 | x | -10 | 7 | x | x | x | x | x | 17
COc1ccc(C)cc1NC(=O)c1[nH]c(C)c(C(C)=O)c1C | 9 | -5 | -6 | 5 | -3 | 4 | 3 | -3 | -4 | 2 | -18
Cc1cc(NC(=O)NCc2ccccc2)c(=O)n(Cc2ccccc2F)c1 | -21 | 6 | -24 | 20 | -6 | -36 | 13 | 8 | -13 | 11 | 11
O=C(CSc1nc2ccccc2s1)N1c2ccccc2Sc2ccc(C(F)(F)F)cc21 | 5 | -5 | -18 | 7 | -17 | -20 | 2 | 11 | 17 | 9 | 2
CN(C)C(CNC(=O)CSC(=S)N1CCCC1)c1ccccc1 (centres undefined) | 7 | 3 | 2 | -7 | -39 | 2 | 10 | -3 | 0 | 2 | 9
CCc1cc(=O)oc2c(C)c(OCC(=O)NCCCN3CCCC3=O)ccc12 | 44 | -6 | -13 | 11 | 2 | -19 | -8 | -12 | 6 | -1 | -26
Cc1ccc(C(=O)Nc2ccc3c(c2)OCCO3)o1 | -137 | -13 | -109 | 54* | -30 | -71 | 25 | 24 | -18 | 1 | -60
O=C(Nc1c2c(nn1-c1ccccc1)CS(=O)(=O)C2)c1ccc2c(c1)OCO2 | -9 | 8 | -12 | -10 | -15 | 2 | 1 | 0 | 14 | -14 | 11
Nc1nc(Nc2ccc(Cl)cc2)nc(NCCO)c1[N+](=O)[O-] | 5 | -3 | -9 | -2 | -8 | 8 | 3 | x | -6 | x | -14
CC1CCN(Cc2c(C(=O)N/N=C/c3cc(Br)ccc3O)nnn2-c2nonc2N)CC1 | 8 | 0 | 41 | 25 | 17 | 68* | -10 | 49* | 2 | -1 | -10
C=CCn1cc(C(=O)N2CCN(c3ccccc3)CC2)c(=O)c2cc(S(=O)(=O)N3CCCC3)ccc21 | 3 | -13 | 7 | 2 | -8 | -34 | 16 | 4 | -10 | 4 | -3
CS(=O)(=O)N(CC(=O)Nc1ccc2c(c1)OCCO2)Cc1ccccc1 | -20 | 0 | 3 | 2 | 4 | -52 | 10 | 3 | 8 | -11 | 0
Cc1cc(-n2c(C)cc(C(=O)COc3ccc(Cl)cc3C(N)=O)c2C)no1 | -11 | -16 | 1 | 9 | 8 | 10 | 18 | -1 | 33 | 1 | 6
Cc1ccc(C(C)(C)C)c(OCCN2CCCC2)c1 | 11 | -2 | -2 | -2 | -10 | -2 | -21 | -7 | -18 | -3 | 1
NC(=O)c1ccc(-c2noc(-c3ccccc3F)n2)cc1 | -121 | 10 | -69 | 11 | -20 | -66 | -4 | -20 | -42 | -104 | -63
O=C(CNc1cccc(Cl)c1)c1ccc(Cl)cc1 | 4 | -4 | -31 | -11 | -11 | 1 | -21 | -6 | -33 | -3 | 5
Cc1ccc(S(=O)(=O)NC2(C(F)(F)F)NC(=O)N(C)C2=O)cc1 (centres undefined) | -14 | -13 | 10 | -10 | 9 | -14 | -11 | -1 | -8 | -3 | 7
CCCOc1cccc(C(=O)N(Cc2cccs2)C2CCS(=O)(=O)C2)c1 (centres undefined) | 11 | -6 | -15 | -10 | -1 | 14 | -4 | -5 | 3 | 1 | 9
CCN1C[C@@H]2[C@@H]3C(=O)N(C)C(=O)[C@@H]3[C@](Cc3ccccc3)(C(=O)OC)N2C1=NCc1ccccc1 | -28 | -11 | 9 | -8 | 5 | 15 | 2 | -1 | -18 | 15 | 9
COC(=O)CSc1nnc(-c2ccco2)n1Cc1ccco1 | 0 | -13 | 14 | 4 | 0 | -11 | -2 | -4 | -12 | 1 | 9
CCOC(=O)C1(Cc2cccc(OC)c2)CCCN(S(=O)(=O)c2cccnc2)C1 (centres undefined) | 8 | 4 | 3 | -4 | -41 | 13 | -2 | 2 | -15 | -3 | 2
CC(=O)Nc1ccc(S(=O)(=O)n2cnc3cc(C)c(C)cc32)cc1 | -2 | -4 | -3 | -3 | -10 | -2 | 12 | 4 | -8 | 7 | 8

Bioassay records from PubChem BioAssay.
